# PKA-R1A act: activators of PKA-R1A holoenzyme, primary screen, biochemical, fluorescence polarization, Cy5-IP20, bovine R1A, mouse PKAc; AID 504707, 2011; PKA-R1A dissociation; scaled: DMSO 0%, 113 µM cGMP 100%; activation, % at 11.4 µM; 340,000 compounds, 0.083% hits; cAMP-dependent protein kinase type I-alpha regulatory subunit (Bos taurus) + …;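 active = percent activation above the mean of all tested compounds plus 3 SD, cut at about 19% in these data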;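 note: higher means more PKAc released from R1A so a rise in polarization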
# Mot1-301 SUMO: yeast Mot1-301 growth rescue at high temperature, primary screen, SUMOylation pathway inhibitor project, S. cerevisiae, ATP luminescence, 38.5C | growth rescue, % at 18.8 µM | S. cerevisiae Mot1-301 growth rescue; percent above DMSO median, 100 means doubled | AID 2716, 2010 | 320,000 compounds, 1% hits;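 active = every valid replicate shows activation above 250% relative to neutral control wells; inactive = the rest, any valid replicate at or below 250%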;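 note: OY570 slx delta 5 strain wells were the positive control but not used for scaling; some compounds called inactive have numbers as strong as hits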
# E coli growth: E. coli V3065 growth inhibition, primary screen, counter-screen for AddAB inhibitor project, absorbance, OD600. inhibition, % at 11.9 µM. 330,000 compounds, 0.27% hits. 18 h. AID 449728, 2010;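 active = inhibition above the campaign's mean inhibition across all tested compounds plus 3 SD, cut at about 9.9% in these data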;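 note: uninfected addAB+ strain grown without phage in ampicillin broth; 0% = DMSO wells and 100% = ciprofloxacin 0.95 µg/ml wells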
# HTR5A inv ctr: HTR5A inverse agonists in luminescence cell assay, primary screen, counter-screen for OPRM1-OPRD1 heterodimer inverse agonist project, full-deck HTS. AID 504634, 2011. 5-hydroxytryptamine receptor 5A (Homo sapiens), P47898. inhibition, % at 9.3 µM. HTR5A cell line, inverse agonism. 340,000 compounds, 0.083% hits; in the data active = inhibition mostly above about 23%, no sharp cut-off; inactive = mostly below about 18%;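 note: 0% = cells with DMSO and 100% = no-cell wells with DMSO; some compounds called inactive have numbers as strong as hits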
# Target sequence (P47898 whole entry, looked up): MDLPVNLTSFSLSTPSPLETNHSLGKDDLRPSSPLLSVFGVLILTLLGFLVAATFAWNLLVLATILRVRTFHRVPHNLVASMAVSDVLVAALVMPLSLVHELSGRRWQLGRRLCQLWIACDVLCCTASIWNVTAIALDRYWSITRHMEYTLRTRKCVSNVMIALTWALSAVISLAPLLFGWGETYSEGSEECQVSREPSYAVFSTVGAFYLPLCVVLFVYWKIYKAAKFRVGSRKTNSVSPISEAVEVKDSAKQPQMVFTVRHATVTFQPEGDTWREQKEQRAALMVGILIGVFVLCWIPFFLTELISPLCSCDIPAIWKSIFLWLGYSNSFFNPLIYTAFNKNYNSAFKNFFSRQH
# DSG3 Ab inh: inhibitors of pemphigus antibody binding to DSG3, primary screen, biochemical, bead-based, flow cytometry, scFv-GFP | DSG3-coupled beads, scFv-anti-DSG3-GFP binding; hits give low values | 310,000 compounds, 0.48% hits | binding (percent of control), % at 10 µM;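 active = binding more than 3 SD below its plate's average and above zero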;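 note: hits lower antibody fragment binding to DSG3; some compounds called inactive have numbers as strong as hits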
# phage Ecoli inh: growth loss of phage-infected E. coli, primary screen, RecBCD inhibitor project, absorbance, with phage, HTS; 360,000 compounds, 0.26% hits; inhibition, % at 11.9 µM; in the data active = inhibition above about 11%
# AddAB inh: growth inhibition of E. coli expressing H. pylori AddAB, primary screen, AddAB inhibitor project, absorbance | AID 435030, 2010 | inhibition, % at 11.9 µM | 330,000 compounds, 0.29% hits; in the data active = inhibition above about 12%;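 note: 0% = vehicle wells of infected cells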
# HTR5A ag: HTR5A agonists in luminescence cell assay, primary screen, counter-screen for OPRM1-OPRD1 heterodimer agonist project, full-deck HTS | cell-based | activation, % at 9.3 µM | 340,000 compounds, 0.61% hits | AID 504692, 2011; in the data active = activation mostly above about 9.5%, no sharp cut-off; inactive = mostly below about 7.6%;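 note: 0% = cells with vehicle only and 100% = reference agonist; strong numbers were not always called active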
# OPRM1-OPRD1 ag: agonists of OPRM1-OPRD1 heterodimerization, primary screen, cell-based, luminescence; cells; 340,000 compounds, 0.3% hits; activation, % at 9.3 µM; in the data active = activation above about 18%;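 note: 0% = vehicle-treated cells and 100% = reference agonist; values of inactives mirror those of a sister screen read the other way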
# PfHsp90 yeast 2: growth inhibition of PfHsp90-expressing yeast, primary screen, antimalarial PfHsp90 inhibitor project, S. cerevisiae, BacTiter-Glo luminescence, single point, set 2; AID 504621, 2011; 310,000 compounds, 0.32% hits; inhibition, % at 9.4 µM; BacTiter-Glo ATP, 48 h; yeast lacking PDR1 and PDR3 efflux regulators;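 active = every replicate shows inhibition above about 80%, whatever the replicate mean, limit read from the data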;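 note: 0% = DMSO neutral controls and 100% = 20 µM radicicol positive controls; yeast relying on Plasmodium falciparum Hsp90 in place of its own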
# OPRM1-OPRD1 inv: inverse agonists of MOR-DOR heterodimerization, primary screen, cell-based, luminescence; Mu-type opioid receptor (Homo sapiens) + Delta-type opioid receptor (Homo sapiens), …; cell-based MOR-DOR heterodimer luminescence, inverse agonism; inhibition, % at 9.3 µM; 340,000 compounds, 0.21% hits; AID 504357, 2011; in the data active = inhibition above about 22%, passing the limit was not always enough;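 note: 0% = cells with DMSO and 100% = wells without cells with DMSO; values of inactives mirror those of a sister screen read the other way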
# Starred values were filed as active, the others as inactive; . = not tested or not shown; & = joins results of further samples. The list is partial. The share of hits here may be higher or lower than overall.
SMILES	HTR5A ag	HTR5A inv ctr	Mot1-301 SUMO	DSG3 Ab inh	PKA-R1A act	E coli growth	phage Ecoli inh	PfHsp90 yeast 2	OPRM1-OPRD1 ag	OPRM1-OPRD1 inv	AddAB inh
CCOc1ccccc1N1C(=O)NC(=O)/C(=C/c2ccc3c4c(cccc24)CC3)C1=O	1	-2	.	100	-15	2.1	2.1	1	-1.0	5	-2.1
Cc1cccc(-n2c(C)nc3ccccc3c2=O)c1C	0	1	.	112	-14	0.8	2.5	.	-3.6	17	2.2
COC(=O)C1=C(c2ccc(OC)c(OC)c2)C[C@@H]2CC[C@H]1N2C(=O)N1CCC(C)CC1	1	19	12	105	-8	1.0	0.0	.	-4.5	25	2.9
CC(=O)c1cn(Cc2ccc(C#N)cc2)c2ccccc12	1	-2	-8	98	5	-1.5	5.2	-3	-0.5	3	2.4
CNC1(c2ccc(F)cc2)CCCCC1	-2	9	.	.	11	.	1.6	-4	-0.4	2	.
COC(=O)C1=C(c2ccc(OCc3ccccc3)cc2)C[C@@H]2CC[C@H]1N2C(=O)NCc1ccc(N(C)C)cc1	0	15	2	100	-9	-0.5	1.8	-14	-2.9	13	1.3
CCOC(=O)COc1ccc2c(c1)c(C(C)=O)c(C)n2Cc1ccccc1	2	5	0	.	7	-2.1	-2.5	-4	-1.6	7	-0.2
Cc1cccc(-n2c(O)c(C=Nc3ccc(Br)cn3)c(=O)[nH]c2=O)c1	2	-5	-5	99	-11	0.6	1.1	-20	-1.2	7	-1.0
CN1CCN(C(=S)SCC(=O)Nc2ccc(Cl)cc2C(=O)c2ccccc2)CC1	2	21	-5	84	-1	0.2	1.0	2	-3.3	17	-1.1
Cc1cc(C=C2C(=O)NC(=O)NC2=O)c(C)n1-c1cccnc1	11	-8	-6	93	-4	-0.7	0.8	3	-2.3	11	1.1
COc1ccn(C)c(=O)c1C#N	3	19	6	99	-7	-0.3	3.4	15	-2.8	14	3.9
COC(=O)C1=C(c2cccc(C#N)c2)C[C@@H]2CC[C@H]1N2C(=O)NCCc1ccccc1	-2	1	1	102	9	0.1	0.1	.	0.0	0	3.9
C[C@H]1CCC/C=C/[C@@H]2C[C@H](O)C[C@H]2[C@H](O)/C=C/C(=O)O1	-2&-8	0&10	14&94	108&111	2&-1	0.3&-2.5	0.4&3.5	1&-3	-6.0&-6.4	33*	-2.4&-2.1
CC(C)CC(NC(=O)C1CCCCC1)C(=O)N1CCC2(CC1)OCCO2 (centres undefined)	3	-2	2	.	2	3.5	2.8	4	-1.7	9	0.6
C[N+]1([O-])[C@@H]2CC(OC(=O)[C@H](CO)c3ccccc3)C[C@H]1[C@@H]1O[C@@H]12 (some centres undefined)	0	-2	-10	105	-13	2.0	1.9	-11	-2.0	11	-1.3
O=C(Cc1ccccc1)OCc1ccccc1	3	-13	35	101	0	-1.2	2.9	-1	1.3	-7	3.7
O=C(CCS(=O)(=O)c1ccc(Br)cc1)N1CCC2(CC1)OCCO2	0	-6	5	98	3	-1.6	-1.2	5	-2.4	11	1.7
Nc1ncc2[nH]cnc2n1	6&7	-34&-26	27&-2	119&92	-15&4	-0.4&0.6	2.6&3.3	0&-17	-2.8&0.0	15&0	-0.6&-1.4
CN(C)C(=Nc1ccccc1)P(=S)(N(C)C)N(C)C	6	-16	-6	103	-1	-1.5	4.7	19	-3.0	16	-0.2
CN1C(=O)C(=Cc2ccccc2Oc2ccc(Cl)c(F)c2)C(=O)N(C)C1=O	6	-7	33	110	-11	0.0	0.2	-35	8.6	-36	3.8
CN1CCN(C(=O)COc2ccc(S(=O)(=O)Nc3ccc(F)cc3)cc2)CC1	0	3	7	106	-18	0.7	1.6	3	-3.9	21	3.0
COc1ccc2c(c1)C(NC(C)=O)CCc1cc(OC)c(OC)c(OC)c1-2 (centres undefined)	6	-25	.	113	-2	.	0.7	13	-0.1	0	.
CC(=O)OC1N=C(c2ccccc2Cl)c2cc(Br)ccc2N(C)C1=O (centres undefined)	0	-22	-20	117	-9	-1.4	2.4	6	-2.9	15	0.8
Cc1ccc2[nH]c(C)c(CCNCc3cccnc3)c2c1	1	-5	3	100	-13	1.2	3.2	8	-3.8	20	0.1
COc1ccc(CN2CCN(C(=O)Cc3ccccc3)CC2)cc1Br	2	-6	-21	108	7	-0.8	1.3	-10	-0.9	5	1.5
O=C(N/N=C\C1C(=O)NC(=S)N(c2ccccc2)C1=O)c1ccc(O)cc1 (centres undefined)	1	-14	-14	103	-18	-3.2	2.2	-5	-3.2	15	0.6
COC(=O)C1=C(c2cc3ccccc3s2)C[C@@H]2CC[C@H]1N2C(=O)NCCNC(C)=O	-4	1	-1	104	-8	-0.3	2.8	4	-1.9	11	0.2
C[N+](C)(C)CC1CCCC1=O (centres undefined)	4	-14	.	88	-4	.	1.2	-23	-3.1	14	.
O=C(Cn1c(=S)[nH]c2ccccc2c1=O)N1CCC2(CC1)OCCO2	-4	-13	151	103	2	-1.7	3.3	-10	-3.8	17	0.7
CNc1ccc2nc3ccccc3[n+](C)c2c1	0	2	-33	94	1	-4.7	-3.7	30	-1.7	10	-4.9
O=C1C(=O)N(c2ccccc2)P(=O)(N(CCCl)CCCl)N1c1ccccc1	4	-16	.	117	-7	.	1.9	-2	-0.1	0	.
CCNC(=S)N(C)CCc1cc2c(c(OC)c1C=C1C(=O)N(C)C(=O)N(C)C1=O)OCO2	.	.	-21	97	.	1.1	2.1	8	.	.	0.8
O=C(Cc1ccccc1)N1CCN(Cc2ccc(F)cc2)CC1	1	-3	80	145	-3	-1.6	0.6	1	0.1	0	0.1
COC(=O)C1=C(c2ccc(F)cc2OCc2ccccc2)C[C@@H]2CC[C@H]1N2C(=O)NCc1ccc(C)cc1	-12	30	19	101	-1	-0.7	3.6	-57	0.7	-4	1.8
CCOP(=O)(OCC)C(NC(=O)c1cccc([N+](=O)[O-])c1)C(Cl)(Cl)Cl (centres undefined)	10	0	710*	83*	1	0.8	0.6	0	1.3	-7	3.8
CCP(=S)(CC)c1ccc(N(C)C)cc1	5	-13	-22	108	0	1.2	3.2	-10	-2.7	14	3.4
CCCCn1c(O)c(/C(C)=N/NC(=O)Nc2ccccc2)c(=O)[nH]c1=O	-2	-3	-10	.	0	-0.7	2.0	37	-2.0	10	-0.5
CN1C[C@@H]2C[C@@H](c3cccn3-c3ccccn3)N3CCC[C@@]23C1=O	2	16	10	100	-3	-1.7	2.7	.	-1.0	5	-0.3
COc1ccccc1CN1CCCCC1c1cccnc1 (centres undefined)	-1	-10	-5	.	7	-1.1	0.9	-7	-2.8	15	-0.2
CC1(C)CC2(CCO1)NCCN1C(=O)CSC12 (centres undefined)	2	-15	-3	120	0	4.1	1.1	11	-2.8	13	2.9
O=C(O)CC1OCC=C2CN3CCC45c6ccccc6NC4C1C2CC35 (centres undefined)	0	-1	1	95	-8	-1.5	2.5	23	-2.6	14	0.5
Clc1cccc(CNCCc2ccc3c(c2)OCO3)c1	-5	19	-12	101	1	-2.0	2.1	6	2.4	-11	0.9
COc1ccc2c(c1)NP(=S)(Oc1ccccc1)N2 (centres undefined)	9.4*	-33	-2	90	5	0.7	-4.1	-14	0.9	-4	-1.1
CCOCCN1CCC(OC(C)=O)C(C)C1 (centres undefined)	0	6	248	99	-4	-0.7	0.8	-53	-0.4	2	0.4
CSCCC(N=Cc1c(O)n(-c2ccc(Cl)cc2)c(=O)[nH]c1=O)C(=O)OC(C)(C)C (centres undefined)	1	-4	-14	102	0	-0.8	2.7	39	-1.2	5	0.0
Cc1ccc(/C=C2\C(=O)NC(=S)N(c3ccccc3F)C2=O)s1	4	-29	25	97	15	-1.7	1.0	33	-0.5	3	-1.8
COc1ccc(/C=C2\C(=O)NC(=O)N(Cc3ccccc3)C2=O)c(OC)c1OC	-2	4	-1	91	-6	-0.7	2.2	-15	-1.7	12	-0.2
CCOCCc1c(O)[nH]c(=S)[nH]c1=O	7	4	-2	99	-7	-0.3	3.5	13	-5.1	24	2.1
CCC(C)NC(=O)CCC(=O)OC1O[C@H]2OC3(C)CC[C@H]4[C@H](C)CCC(C1C)C24OO3 (some centres undefined)	2	-6	11	109	7	.	9.3	-66	13	-60	.
COc1ccc(/C=C2\C(=O)NC(=O)N(CCC3=CCCCC3)C2=O)c(OC)c1	3	-24	5	81	-3	-0.3	2.6	.	-2.2	14	-0.6

# Continuation:
SMILES	HTR5A ag	HTR5A inv ctr	Mot1-301 SUMO	DSG3 Ab inh	PKA-R1A act	E coli growth	phage Ecoli inh	PfHsp90 yeast 2	OPRM1-OPRD1 ag	OPRM1-OPRD1 inv	AddAB inh
C=C(Cl)CSC(=S)N(CC)CC	-3	14	29	97	-1	-0.9	4.9	-29	-1.8	10	-0.2
Cc1ccccc1N1CCN(Cc2ccc3c(c2)OCO3)CC1	0	0	82	128	3	0.0	1.1	0	0.2	-1	6.0
CC(C)Sc1nnc(OC(=O)N(C)C)n1-c1ccccc1	0	-1	96	.	3	-0.1	0.4	-9	-4.0	20	0.6
CC(C)CCn1c(=O)c(C(=O)Nc2ccccc2S(N)(=O)=O)c(O)c2ccccc21	7	-18	-6	103	5	1.2	6.7	0	4.2	-22	7.7
S=C1Nc2ccccc2Sc2ccccc21	2	-16	9	98	-5	-5.5	0.7	-76	-0.8	4	-2.9

# Four of the compounds above, with two lines to a compound:
# Order of results: HTR5A ag, HTR5A inv ctr, Mot1-301 SUMO, DSG3 Ab inh, PKA-R1A act, E coli growth, phage Ecoli inh, PfHsp90 yeast 2, OPRM1-OPRD1 ag, OPRM1-OPRD1 inv, AddAB inh
Cc1ccccc1N1CCN(Cc2ccc3c(c2)OCO3)CC1
    0, 0, 82, 128, 3, 0.0, 1.1, 0, 0.2, -1, 6.0
Cc1cccc(-n2c(O)c(C=Nc3ccc(Br)cn3)c(=O)[nH]c2=O)c1
    2, -5, -5, 99, -11, 0.6, 1.1, -20, -1.2, 7, -1.0
COc1ccc2c(c1)C(NC(C)=O)CCc1cc(OC)c(OC)c(OC)c1-2 (centres undefined)
    6, -25, ., 113, -2, ., 0.7, 13, -0.1, 0, .
COC(=O)C1=C(c2ccc(OC)c(OC)c2)C[C@@H]2CC[C@H]1N2C(=O)N1CCC(C)CC1
    1, 19, 12, 105, -8, 1.0, 0.0, ., -4.5, 25, 2.9
